M1 ag: activates human CHRM1 receptor. P11229. CHO-K1 hM1, Fluo-8 calcium fluorescence, agonist mode; 0% DMSO, 100% acetylcholine EC100. activation, % at 3 µM. 360,000 tested, 0.33% active;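 active means activation above the run's mean compound activation plus 3 SD, cut at about 16% in these data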;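 further: peak over basal fluorescence ratio within a 140 s kinetic read after compound addition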
Target sequence (P11229 whole entry, looked up): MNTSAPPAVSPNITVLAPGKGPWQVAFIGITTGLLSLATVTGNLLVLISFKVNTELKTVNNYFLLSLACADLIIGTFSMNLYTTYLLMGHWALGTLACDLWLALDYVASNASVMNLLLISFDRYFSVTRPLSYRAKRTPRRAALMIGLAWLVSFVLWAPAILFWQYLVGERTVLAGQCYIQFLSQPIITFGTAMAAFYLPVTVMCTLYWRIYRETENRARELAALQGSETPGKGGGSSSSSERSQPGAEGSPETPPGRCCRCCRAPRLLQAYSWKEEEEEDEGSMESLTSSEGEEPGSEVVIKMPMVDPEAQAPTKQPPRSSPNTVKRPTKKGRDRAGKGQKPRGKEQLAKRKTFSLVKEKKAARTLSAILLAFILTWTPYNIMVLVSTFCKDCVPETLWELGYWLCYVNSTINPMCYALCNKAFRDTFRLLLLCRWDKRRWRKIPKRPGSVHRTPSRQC
TAAR1 agonist: agonists of human TAAR1; activation, % at 3 µM; AID 624467; CHO RD-HGA16 TAAR1, Fluo-8 calcium fluorescence; vehicle wells 0%, saturating PEA agonist 100%; Q96RJ0; 360,000 tested, 0.99% active;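 active means activation above the mean activation of all test compounds in the run plus 3 SD, cut at about 38% in these data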
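System: CHO-derived RD-HGA16 cells with stable Gα16 and human TAAR1. Times: 17-24 h plating, Fluo-8 75 min 37 °C, 30 min RT. Measured by: calcium-sensitive Fluo-8 signal, excitation 470-495, emission 515-575 nm. Read-out basis: % activation relative to PEA EC100 response. Control set: DMSO and PEA EC100. Repeats: no replicates (n 1).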
M1 antag: antagonists of human M1 muscarinic receptor | P11229 | CHO-K1 hM1, Fluo-8 calcium fluorescence, ACh EC80 antagonist | inhibition, % at 3 µM | 360,000 tested, 1.3% active;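 active means percent inhibition above its own plate's cutoff, namely the mean of that plate's compound wells plus 3 SD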;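 further: peak over basal fluorescence ratio during 140 s after agonist addition; 0% = ACh EC80 plus DMSO and 100% = DMSO alone without agonist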
V1R ag counter: counter-screen for oxytocin receptor agonists: human V1a receptor agonists; P37288; CHO-V1R cells, Fluo-8 calcium fluorescence, agonist mode; 0% DMSO, 100% 3 nM vasopressin; activation, % at 3 µM; 320,000 tested, 0.25% active; AID 2797;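 active means activation above the mean activation of all tested compounds plus 3 SD, per screening run, cut at about 20% in these data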;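 further: signal is peak over basal fluorescence ratio across a 100 second FLIPR read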
OXTR ag: human OXTR agonism; P30559; CHO-OTR cells, Fluo-8 calcium fluorescence; normalized: DMSO 0%, oxytocin 100%; activation, % at 3 µM; 320,000 tested, 0.32% active; AID 2435;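 active means activation above the mean of all tested compounds plus 3 SD, cutoff set per screening run, cut at about 20% in these data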;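 further: peak over basal fluorescence ratio from a 100 s FLIPR kinetic read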
Target sequence (P30559 whole entry, looked up): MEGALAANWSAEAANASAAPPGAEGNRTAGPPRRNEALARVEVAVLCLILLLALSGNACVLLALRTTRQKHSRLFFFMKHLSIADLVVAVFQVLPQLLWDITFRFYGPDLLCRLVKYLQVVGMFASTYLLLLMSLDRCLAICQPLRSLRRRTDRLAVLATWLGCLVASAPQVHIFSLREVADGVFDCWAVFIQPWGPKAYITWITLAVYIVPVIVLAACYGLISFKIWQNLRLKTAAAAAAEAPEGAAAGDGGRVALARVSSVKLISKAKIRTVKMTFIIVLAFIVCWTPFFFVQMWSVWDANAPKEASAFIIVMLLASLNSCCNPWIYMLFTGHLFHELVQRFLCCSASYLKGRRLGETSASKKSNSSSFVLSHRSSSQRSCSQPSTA
TAAR1 antag: antagonists of human TAAR1. inhibition, % at 3 µM. AID 624466. 360,000 tested, 1.5% active. CHO RD-HGA16 TAAR1, Fluo-8 calcium fluorescence, antagonist. Q96RJ0;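 active means inhibition above a per-plate cutoff, the mean inhibition of test compounds on that plate plus 3 SD, cut at about 49% in these data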;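 further: 0% = DMSO plus EC80 beta-PEA response and 100% = DMSO alone without agonist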
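Material: RD-HGA16 CHO cells with stable hTAAR1 and Gα16; Dosing: single nominal final test compound concentration of 3 µM; Schedule: seeding 17-24 h prior, 75-min 37 °C, 30-min RT dye loading; Detection: kinetic Fluo-8 calcium fluorescence measurement; Measure: % inhibition from peak post-agonist over basal fluorescence ratio; Benchmarks: vehicle and agonist controls.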
CHO parental Ca: counter-screen: ATP calcium response change in parental CHO cells. parental CHO-K1, ATP-induced calcium, Fluo-8 fluorescence. inhibition, % at 5.6 µM. 330,000 tested, 0.63% active;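 active means inhibition above that plate's mean sample inhibition plus 3 SD, cut at about 26% in these data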;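 further: 0% = ATP-challenged DMSO wells and 100% = DMSO wells without ATP; some compounds past the cut are filed as inactive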
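Test system: parental CHO cells; detection: calcium-sensitive Fluo-8 fluorescence; evaluation: percent inhibition of calcium signal; also added: ATP as calcium-mobilizing challenge; repeats: one well per compound; control set: ATP-challenged DMSO wells low, unchallenged DMSO wells high; compound: single nominal dose of 5.6 µM per compound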
OXTR potentiator: potentiates the human oxytocin receptor response. P30559. CHO-OTR cells, Fluo-8 calcium fluorescence, potentiator mode; 0% = oxytocin EC15, 100% = EC100. activation, % at 3 µM. 320,000 tested, 0.061% active. AID 2445;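 active means activation above that plate's cutoff, the mean activation of tested compounds plus 3 SD, cut at about 6.6% in these data, passing the limit was not always enough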;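 further: 100% uses oxytocin at 75 nM as the full agonist control; some results filed as inactive read as strong as hits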
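Assay system: CHO cell line stably expressing human OTR | Also added: Oxytocin at about EC15, sub-maximal agonist stimulus | Times: Compound 6 min at room temperature before oxytocin, 100 s read | Measured by: Fluo-8 intracellular calcium fluorescence, ex 470-495, em 515-575 nm | Controls: EC15 oxytocin alone as 0%, 75 nM oxytocin as 100%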
M1 PAM: human CHRM1 positive allosteric modulation; P11229; 360,000 tested, 0.088% active; CHO-K1 hM1, Fluo-8 calcium fluorescence, ACh EC20; 0% = ACh EC20, 100% = maximal ACh; activation, % at 3 µM; in the data active means activation above about 19%, passing the limit was not always enough
An asterisk follows results filed as active; . = no result given.

compound	M1 antag	OXTR ag	CHO parental Ca	V1R ag counter	OXTR potentiator	TAAR1 antag	TAAR1 agonist	M1 PAM	M1 ag
CC(C)CSc1nsc(N)n1	-8.7	0.8	0.7	0.2	2.0	-28.8	1.9	5.6	-1.6
CCCCC(=O)Nc1ccc(C(=O)NCc2ccncc2)cc1	-0.6	0.2	-11.1	0.7	0.5	9.3	4.0	9.3	-4.8
COC(=O)c1c(NC(=O)CSc2nc3nc(C)cc(C)n3n2)sc(C)c1C	-5.0	3.2	-13.8	0.5	-4.0	-20.2	2.2	7.7	-3.3
CCN(CC)c1ccc(NC(=O)c2ccc(S(=O)(=O)N3CCOCC3)cc2)cc1	11.0	1.5	-11.8	1.3	-2.3	7.8	3.5	-6.6	-8.5
COC(=O)c1ccc(N2C(=O)CC(N3CCN(c4ccccc4)CC3)C2=O)cc1 (stereo not drawn)	-12.5	0.2	-6.0	0.8	-8.6	-16.8	0.7	7.5	-3.8
Cc1cc(Nc2ccccc2)nc(N)n1	0.8	-0.2	13.2	1.2	-6.0	.	.	9.9	-7.9
Cc1nc(Cc2nnc(SCC(=O)N3CCN(c4ccccc4)CC3)o2)cs1	-8.2	.	.	.	.	-24.9	2.8	1.3	0.1
CC1CCCC(C)N1CC(O)COc1ccc(Cl)cc1 (stereo not drawn)	-0.9	1.8	-10.2	1.0	-2.2	0.5	9.2	-3.8	-1.7
NC(=O)C1CC(=O)N(c2ccc(OCC(=O)Nc3ccc(F)cc3)cc2)C1 (stereo not drawn)	-6.3	0.6	1.1	0.3	-4.8	1.6	-1.2	7.2	-1.0
CCNC(=S)NNC(=O)c1cccn(Cc2ccc(Cl)cc2)c1=O	-0.8	0.0	-2.0	1.3	-4.3	11.3	11.4	4.1	-5.8
Cc1nc(Cl)cc(CS(=O)(=O)c2ccc(Cl)cc2)n1	-7.7	0.1	15.9	1.0	-5.8	-9.8	4.1	10.4	-5.0
COc1cc(OC)c(NC(=O)/C=C/C(=O)O)cc1Cl	-18.8	-0.9	-8.6	1.8	-7.1	-18.2	-0.3	13.1	-3.9
O=C(Nc1nc(-c2ccco2)c(-c2ccco2)s1)c1ccco1	15.9	-2.2	-24.1	0.0	-4.2	-0.8	-0.9	-4.3	-4.1
O=C(/C=C/c1cccc([N+](=O)[O-])c1)NCCN1C(=O)S/C(=C\c2cccnc2)C1=O	1.9	1.1	-22.3	1.0	-9.8	25.1	7.7	-3.5	-3.9
CCOC(=O)c1c(C)[nH]c(C(=O)OCC(=O)NC(C)(C)C)c1C	-0.3	-0.4	-14.6	0.7	-3.7	4.5	4.4	-0.1	-4.2

Later entries.
compound	M1 antag	OXTR ag	CHO parental Ca	V1R ag counter	OXTR potentiator	TAAR1 antag	TAAR1 agonist	M1 PAM	M1 ag
Cc1cnc(C(=O)OCC(=O)N2CCN(S(=O)(=O)c3ccc(Cl)cc3)CC2)cn1	-13.3	0.0	-10.2	0.8	-10.7	-27.8	9.7	14.0	-3.4
Cc1cccc(OCC(=O)Nc2nc3ccc([N+](=O)[O-])cc3s2)c1C	4.5	4.2	5.2	4.0	-12.0	13.0	2.9	0.3	-2.0
CCCCCCn1c(=O)n2n(c1=O)[C@@H]1CN(S(=O)(=O)c3ccc(C)cc3)C[C@]1(O)[C@@H](OC(=O)NCc1ccccc1F)C2	-9.2	.	.	.	.	24.4	0.8	13.6	0.0
Cc1noc(C)c1C(=O)OCC(=O)Nc1ccc(C(N)=O)cc1	-6.7	0.5	-5.0	3.6	5.1	-33.8	2.1	1.3	-3.2
COc1cccc(N2CCN(C(=O)c3cc4c(=O)n(Cc5ccccc5)ccc4nc3C)CC2)c1	-4.9	-1.5	-7.0	4.7	-14.8	-22.8	5.9	1.6	-3.1
O=S(=O)(c1ccc(F)cc1)n1ccc(-c2cnc(-c3ccccc3)s2)n1	2.0	-0.5	-22.5	1.9	-9.4	-7.9	15.9	0.1	-3.2
COc1ccccc1NC(C#N)c1ccccc1OCc1ccccc1 (stereo not drawn)	-8.4	-2.6	9.6	-0.5	0.6	7.3	-2.0	9.7	-4.2
CC(C)c1nc(SCC(=O)c2ccc(F)cc2)c2ccccc2n1	6.0	-1.2	-39.6	-1.1	-6.5	-30.3	5.6	0.1	-4.3
CCCC(=O)Nc1c2c(nn1-c1ccc(C)cc1C)CSC2	-6.3	-1.6	-16.4	-1.6	-3.0	-8.0	1.3	3.7	-6.7
O=S(=O)(Nc1ccccc1N1CCOCC1)c1ccc(Cl)s1	2.7	-1.7	-18.3	-0.2	-10.5	2.2	6.3	2.9	-5.8
COc1ccc(CC(=O)NCC2CCCN(Cc3ccc(F)c(OC)c3)C2)cc1 (stereo not drawn)	-15.1	-1.2	-19.9	-0.5	-4.8	-20.5	0.3	16.0	-8.8
Cn1nnc2cc(NC(=O)N3CC4(C)CC3CC(C)(C)C4)ccc21 (stereo not drawn)	-5.9	-0.7	4.8	1.0	-3.7	10.6	1.3	-1.3	-4.1
COC(=O)CSc1nc2ccc(NC(=O)CSc3nnnn3Cc3ccccc3)cc2s1	11.4	3.6	51.4*	4.0	-19.0	43.8	22.2	2.1	-2.4
CCCCN(C)C(=O)Cn1ncc2c3ccccc3n(CCC)c2c1=O	-2.5	.	.	.	.	-18.0	5.4	9.1	-4.6
CCOC(=O)[C@H]1[C@H]2COc3ccc(Cl)cc3[C@@H]2N2C(=O)CNC(=O)[C@@]12C	-7.3	0.5	-11.7	0.0	-4.7	16.0	12.0	3.5	0.1

Following part.
compound	M1 antag	OXTR ag	CHO parental Ca	V1R ag counter	OXTR potentiator	TAAR1 antag	TAAR1 agonist	M1 PAM	M1 ag
O=C(Nc1ccccc1N1CCCC1)C1CCN(C(=O)c2ccc(F)cc2)CC1	-2.3	0.7	-3.6	-0.6	-2.0	-23.4	2.8	5.7	-3.9
Cc1cccc(NC(=O)c2ccc(NC(=O)CC3SC(N4CCCC4)=NC3=O)cc2)n1 (stereo not drawn)	-1.2	0.0	-6.0	0.6	4.6	-17.7	-0.1	1.9	-3.6
COc1ccc(C2CC(=O)C=C3c4ccc(OC)cc4CCC32)cc1 (stereo not drawn)	-17.2	.	.	.	.	-10.1	4.7	10.6	0.3
CN(CCc1ccccc1)C(=O)c1cc(COc2ccc(F)cc2Cl)on1	-13.5	0.8	-26.8	1.7	-10.9	-10.7	2.5	2.5	-1.9
CN1CCN(CC(=O)N2c3ccc(S(=O)(=O)NCCNC(=O)OC(C)(C)C)cc3C(=O)Nc3cccnc32)CC1	-3.8	0.1	-11.4	0.0	-3.6	-2.2	4.8	3.6	-6.4
COC(=O)c1cc(NC(=O)c2nccnc2C(=O)O)cc(C(=O)OC)c1	-0.4	0.5	-0.3	0.3	-3.8	-20.3	2.8	8.1	0.2
Cc1cccc(N(CC(=O)NC2CCCC2)C(=O)CNC(=O)c2ccco2)c1C	-0.6	1.2	-12.3	1.1	-7.3	7.9	1.5	2.0	-2.4
COc1ccc(/C=c2/sc3n(c2=O)NC2(c4ccccc4)N(C)C(=O)N(C)C2(c2ccccc2)N=3)cc1 (stereo not drawn)	-4.0	-0.1	-16.6	0.4	-12.8	-2.3	3.0	2.5	-1.8
CC(=O)Nc1cccc(NC(=O)CSc2nccn2Cc2ccc(F)cc2)c1	-2.2	2.9	-9.8	3.2	-4.6	-17.1	4.6	3.0	0.7
CC1(C(=O)NCc2cccc3ccccc23)CCN1C(=O)C1(c2ccccc2)CC1 (stereo not drawn)	-14.2	.	.	.	.	-18.1	-0.5	8.4	-2.2
c1ccc(CN2CCN(c3nc(-c4ccccn4)nc4ccccc34)CC2)cc1	-9.6	0.9	-7.7	1.4	-2.5	-0.8	6.9	7.9	-1.3
Cc1ccc(S(=O)(=O)Nc2cccc(-c3cn4ccsc4n3)c2)cc1	-14.9	6.2	-16.1	4.6	-15.0	28.6	-0.8	13.1	1.0
CC(=O)c1cc(F)ccc1OCC(=O)N1CCN(c2ccc(F)cc2)CC1	-9.2	0.4	-18.8	0.7	-4.0	0.9	2.4	8.0	-4.2
Cc1ccc(NC(=O)CSc2nnc(C3CCCCC3)n2N)cc1F	2.2	-0.5	-3.2	-0.8	0.1	-23.0	22.6	4.9	-2.3
COc1ccc2sc(C)cc(=O)c2c1	-12.5	.	.	.	.	-38.6	7.2	12.0	-7.4

Overlap with the part before: 4 entries; new compounds follow.
compound	M1 antag	OXTR ag	CHO parental Ca	V1R ag counter	OXTR potentiator	TAAR1 antag	TAAR1 agonist	M1 PAM	M1 ag
Cc1ccc(S(=O)(=O)Nc2cccc(-c3cn4ccsc4n3)c2)cc1	-14.9	6.2	-16.1	4.6	-15.0	28.6	-0.8	13.1	1.0
CC(=O)c1cc(F)ccc1OCC(=O)N1CCN(c2ccc(F)cc2)CC1	-9.2	0.4	-18.8	0.7	-4.0	0.9	2.4	8.0	-4.2
Cc1ccc(NC(=O)CSc2nnc(C3CCCCC3)n2N)cc1F	2.2	-0.5	-3.2	-0.8	0.1	-23.0	22.6	4.9	-2.3
COc1ccc2sc(C)cc(=O)c2c1	-12.5	.	.	.	.	-38.6	7.2	12.0	-7.4
O=C1NC(=S)S/C1=C/c1ccc(Oc2cnccn2)cc1	-15.0	0.9	3.6	3.2	-5.5	-25.6	1.7	7.1	-5.2
COc1cccc(NC(=O)C(OC(=O)c2ccc([N+](=O)[O-])o2)c2ccccc2)c1 (stereo not drawn)	-2.4	-0.6	1.9	0.8	-6.3	15.5	1.4	6.8	-7.1
Cc1cccc2cc(COC(=O)c3cccc([N+](=O)[O-])c3)c(=O)[nH]c12	.	-0.1	-13.3	-0.3	-9.4	.	.	.	.
Cc1ccc(S(=O)(=O)Nc2ccccc2C(=O)N2CCOCC2)cc1	-5.7	-0.5	9.5	0.6	0.2	-12.9	3.4	3.5	-3.1
COC(=O)c1cc(N=Nc2c(C)[nH]c3ccccc23)cc(C(=O)OC)c1	-7.2	0.0	-4.7	0.1	-0.3	-15.9	0.1	8.8	-1.6
O=C(CSCc1ccccc1Cl)Nc1ccc(C(=O)O)cc1	-23.2	1.5	-11.3	0.0	-10.8	-2.9	5.2	12.4	1.5

Screening data: PubChem, The Scripps Research Institute Molecular Screening Center
